PKM2 act: increases activity of human pyruvate kinase M2 | P14618 | purified PKM2, Kinase-Glo ATP luminescence, activation; response scale: 0% is enzyme alone, no compound | Potency, µM (series often up to 57.5 µM), without a hit: at the top dose activation, hits mostly activators | hit rate 0.34% among 260,000 | AID 1631; further: potency means the concentration at half of the fitted maximal effect; on the % scale 0 is the no-effect control and ±100 the full control effect; nearly all actives have a fitted effect of over 55% in size
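Purified hPK-M2 (>95% pure) converted ADP (0.1 mM final) to ATP with 0.5 mM PEP in 50 mM imidazole pH7.2, KCl, MgCl2, Tween 20, BSA; 1 h at room temperature. ATP detected by Kinase-Glo luminescence.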
USP2a block: USP2a (human) protease inhibition. hit rate 0.01% among 330,000. Potency, µM (highest dose often 38.3 µM), for inactives: at the top dose activity change, negative = inhibition, actives largely listed as inhibitors. USP2 core, Ub-CHOP2 coupled fluorogenic reporter, 485/531. AID 463254;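 further: potency means the concentration at half of the fitted maximal effect; plate controls were DMSO wells for no effect and full inhibition by NEM control for full effect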
Target sequence (O75604 whole entry, looked up): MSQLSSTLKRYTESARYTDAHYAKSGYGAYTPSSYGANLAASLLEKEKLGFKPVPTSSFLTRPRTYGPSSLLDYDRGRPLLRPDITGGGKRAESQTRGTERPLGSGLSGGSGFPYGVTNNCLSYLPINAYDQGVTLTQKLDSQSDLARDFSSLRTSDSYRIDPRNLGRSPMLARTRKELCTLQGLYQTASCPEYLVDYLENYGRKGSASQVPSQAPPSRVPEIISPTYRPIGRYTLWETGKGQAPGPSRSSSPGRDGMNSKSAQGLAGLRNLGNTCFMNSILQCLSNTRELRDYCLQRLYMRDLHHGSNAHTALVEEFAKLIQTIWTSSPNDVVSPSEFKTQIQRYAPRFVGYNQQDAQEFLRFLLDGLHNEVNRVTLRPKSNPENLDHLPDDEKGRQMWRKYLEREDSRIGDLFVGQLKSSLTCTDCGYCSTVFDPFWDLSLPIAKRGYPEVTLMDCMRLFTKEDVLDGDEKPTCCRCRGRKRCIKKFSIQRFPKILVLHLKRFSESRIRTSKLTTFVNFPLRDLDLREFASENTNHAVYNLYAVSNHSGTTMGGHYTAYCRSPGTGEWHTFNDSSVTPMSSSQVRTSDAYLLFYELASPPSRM
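Deubiquitinase activity read as fluorescence (485/531 nm) after Ub-CHOP2 cleavage activates the enterokinase reporter on its substrate; USP2 core 10nM, Ub-CHOP2 and substrate 25nM each, 30min compound preincubation then 60min RT; data normalized to NEM, curves fitted.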
KCNH2 WT inh: blocks the wildtype human KCNH2 potassium channel | Q12809 | U2OS, BacMam KCNH2, thallium flux FluxOr; active compounds read low | activity change, % at 1.84 µM | hit rate 0.37% among 340,000 | AID 720551;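 active means maximum activity change below -70%; inconclusive means maximum activity change between -70% and -50%; inactive means maximum activity change above -50%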; further: on the % scale 0 is the no-effect control and ±100 the full control effect
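U2OS cells transduced with wild-type KCNH2 virus are loaded with FluxOr dye for 45 min, and thallium flux is measured in kinetic reads before and after stimulation buffer. Rate constants are normalized to DMSO controls.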
Eya2 phos inh: blocks the phosphatase activity of human Eya2. O00167. recombinant Eya2, OMFP fluorescence dephosphorylation (OMFP is methylfluorescein phosphate). Potency, µM (doses to about 76.9 µM), inactives show at the highest dose activity, negative = inhibition, most hits filed as inhibitors. hit rate 0.006% among 330,000. AID 488837; further: potency means the concentration at half of the fitted maximal effect; on the % scale 0 is the no-effect control and ±100 the full control effect
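Eya2 (0.2 uM) preincubated 10 min at ambient with compound, then OMFP substrate added at 50 uM; 10 min reaction in 50 mM HEPES pH 7.5, 50 mM NaCl, 5 uM MgCl2, 0.05% BSA, 1 mM DTT. Fluorescence read at Ex 485/Em 525 nm.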
MBNL1-CUG inh: blocks human MBNL1 binding to CUG repeat RNA; TR-FRET MBNL1-His/biotin-(CUG)12 binding, 665/545 ratio; Q9NR56; Potency, µM (highest dose often 57.5 µM), for the others: at the highest dose activity change, negative = inhibition, hits mostly inhibitors; hit rate 0.036% among 280,000; active means well fitted inhibition curve with a large enough effect in the signal ratio, with a control signal flat, not every such curve was filed as active; inconclusive means small, poorly fitted or top-dose-only effect, or effect the other way, or a change in a side signal; inactive means no such curve, though single readings can be large or run the other way; the % refers to the signal ratio; further: potency means the concentration at half of the fitted maximal effect; on the % scale 0 is the no-effect control and ±100 the full control effect
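His-tagged MBNL1 binding to biotinylated (CUG)12 RNA was measured by TR-FRET using terbium anti-His antibody (0.055 ng/ul final) and streptavidin-XL665 (5 nM final). Compounds were titrated 92 nM to 58 uM; 60 min at room temperature.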
TSHR antag: blocks TSH signaling through the human TSH receptor. P16473. TSHR-expressing cells, TSH-stimulated cAMP HTRF, 2 h; active compounds read low. hit rate 0.2% among 330,000. activity change, negative = inhibition, % at 11.5 µM. AID 504810;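 active means activity change below a set negative limit, meaning inhibition stronger than a set level, cut at about -70% in these data; inconclusive means activity change between two set negative limits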; further: on the % scale 0 is the no-effect control and ±100 the full control effect
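Antagonism was scored as loss of TSH-driven cAMP in TSHR cells, stimulated with 4nM TSH (EC80) for 2 hours at 37 deg C and detected by homogeneous HTRF competition immunoassay.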
BCR signal inh: inhibitors of chronic active B-cell receptor signaling; hit rate 0.05% among 340,000; AID 493014; Potency, µM (highest dose often 46.1 µM), for inactives: at the top dose ratio change, negative = lower green/red ratio, most hits filed as inhibitors; ABC-DLBCL IkBa-CBG/CBR reporter, luminescence ratio, 4 h; active means well fitted inhibition curve with a large enough effect in the signal ratio, with a control signal flat, not every such curve was filed as active; inconclusive means small, poorly fitted or top-dose-only effect, or effect the other way, or a change in a side signal; the % refers to the signal ratio;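 further: potency means the concentration at half of the fitted maximal effect; plate controls were basal doxycycline-induced cells for no effect and cells given 10 µM MG132 for full effect; MG132 reads +100%, hits lower the ratio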
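Cell line TMD8 (human ABC DLBCL), stably expressing tet-inducible CBG68-IkBa fusion and CBR; IMDM/0.5% FBS; cpd up to 46 uM; dox induction, 4 h, 37C/5% CO2; dual luminescence; green/red ratio; MG132 control.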
GALK inh: inhibitors of human galactokinase | Potency, µM (top dose mostly 57.5 µM), inactives show top-dose activity change, negative = inhibition, hits mostly inhibitors | Purified GALK, Kinase-Glo residual ATP luminescence | P51570 | hit rate 0.007% among 270,000; further: potency means the concentration at half of the fitted maximal effect; on the % scale 0 is the no-effect control and ±100 the full control effect
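Luminescence from leftover ATP (Ultra-Glo luciferase/luciferin) served as read-out after a 1 h room-temperature reaction of 5 nM GALK with 35 uM ATP and 100 uM galactose.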
ASM inhibitor: human S-ASM enzyme inhibition. placental ASM, HMU-PC fluorogenic substrate, 60 min. Potency, µM (top dose mostly 57.5 µM), inactives show at the highest dose activity change, negative = inhibition, usual class: inhibitors. hit rate 0.006% among 340,000. AID 504937; further: potency means the concentration at half of the fitted maximal effect
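Human placenta-derived ASM enzyme was preincubated with compound for 10 minutes at room temperature, then given fluorogenic substrate HMU-PC0 (9 uM final) for 60 minutes at 37 °C; a pH 10 stop preceded fluorescence reading at Ex 386/Em 447 nm.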
Mito fusion yeast: inhibitors of mitochondrial division or activators of mitochondrial fusion | hit rate 0.23% among 320,000 | S. cerevisiae fusion-defective mutant growth rescue, CellTiterGlo 48 h | Potency, µM (doses to about 46.1 µM), for the others: at the highest dose growth rescue (activation), hits mostly activators;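 further: potency means the concentration at half of the fitted maximal effect; % of control where 0% means no effect; nearly all actives have a fitted effect of over 45% in size; temperature-sensitive fusion mutants such as fzo1-1 at 37 °C on non-fermentable ethanol glycerol medium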
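Temperature-sensitive fusion-defective S. cerevisiae (e.g. fzo1-1, mgm1-5) were grown with compound in YPEG medium (3% ethanol, 3% glycerol) for 48 hours at 37C. Growth rescue was measured as viability by CellTiterGlo luminescence after 10 minutes at ambient.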
Menin MLL FP TR: displaces Texas Red mutant MLL peptide from human menin. Potency, µM (doses to about 61.6 µM), inactives show at the highest dose FP activity change, negative = inhibition, usual class: inhibitors. Menin + Texas Red MLL mutant peptide, fluorescence polarization. hit rate 0.23% among 270,000. AID 1768. O00255; active means well fitted inhibition curve with a large enough effect in the polarisation, with a control signal flat, not every such curve was filed as active; inconclusive means small, poorly fitted or top-dose-only effect, or effect the other way, or a change in a side signal; inactive means no such curve, though single readings can be large or run the other way; the % refers to the polarisation; further: potency means the concentration at half of the fitted maximal effect; % of control where 0% means no effect; many of its hits are not listed in these tables
Active calls of the source: *; ? = inconclusive; . = not tested or not shown. Unless noted, the call rests on the fitted dose curve; in most records, active means well fitted curve in the direction sought with a large enough effect; inconclusive means small, poorly fitted or top-dose-only effect, or another doubt; inactive means no such curve, though single readings can be large; an effect the other way counts as inactive or inconclusive.

Codes – A = PKM2 act; B = USP2a block; C = KCNH2 WT inh; D = Eya2 phos inh; E = MBNL1-CUG inh; F = TSHR antag; G = BCR signal inh; H = GALK inh; I = ASM inhibitor; J = Mito fusion yeast; K = Menin MLL FP TR
> CC(=O)Oc1ccc(NC(=O)CCC2CCCCC2)c(C(=O)O)c1
  A: 0.4% | B: 1.9% | C: -10.4 | D: 3.2% | E: -6.7% | F: -11.8 | G: ? | H: -0.3% | I: 14.0% | J: -4.3% | K: 9.8%

> O=S(=O)(Nc1ccc2c(c1)OCO2)c1ccccc1
  A: 7.8% | B: 1.3% | C: -0.5 | D: -23.5% | E: -2.6% | F: 2.1 | G: -5.0% | H: -1.5% | I: 1.1% | J: -1.4% | K: -4.4%

> CC12CCC(=O)N1C(C(=O)Nc1cc(S(=O)(=O)N3CCCCCC3)ccc1OCC(F)(F)F)CS2 (stereo not drawn)
  A: -2.7% | B: -8.4% | C: 1.2 | D: 3.8% | E: 0.7% | F: 49.9 | G: 1.2% | H: 4.0% | I: 0.2% | J: -1.0% | K: -8.9%

> CCOC(=O)c1cc(CC)sc1NC(=O)CCC(=O)O
  A: 17.4% | B: 2.1% | C: -8.8 | D: 5.9% | E: -8.4% | F: -3.4 | G: ? | H: 0.0% | I: 8.4% | J: -3.9% | K: 13.4%

> CN(CCCC(=O)NCCc1ccccc1)S(=O)(=O)c1ccc([N+](=O)[O-])cc1
  A: -1.8% | B: 0.9% | C: 0.4 | D: 1.7% | E: ? | F: 0.1 | G: -0.4% | H: -6.3% | I: -2.2% | J: -2.8% | K: 0.3%

> CC1(C)C2([N+](=O)[O-])CN3CC1([N+](=O)[O-])CN(C2)C3c1ccc(O)c(O)c1 (stereo not drawn)
  A: 30.0% | B: 1.9% | C: 9.4 | D: -5.1% | E: 4.5% | F: 3.0 | G: 0.5% | H: . | I: -0.8% | J: 7.4% | K: .

> COc1cccc(NC(=O)CN(C)C(=O)c2cccc(S(=O)(=O)N3c4ccccc4CC3C)c2)c1 (stereo not drawn)
  A: . | B: -4.6% | C: -3.3 | D: -0.9% | E: . | F: -6.2 | G: -11.9% | H: . | I: . | J: 5.0% | K: .

> CCc1nnc(NC(=O)CCN2C(=O)C3CCCCC3C2=O)s1 (stereo not drawn)
  A: -7.9% | B: 0.7% | C: -8.8 | D: 0.9% | E: -2.2% | F: -3.8 | G: -5.3% | H: -4.5% | I: 1.5% | J: 0.5% | K: .

> COc1ccc(NC(=O)c2ccc(-n3nc(C)c[n+]3[O-])cc2)cc1
  A: 3.4% | B: 0.0% | C: 8.1 | D: -5.6% | E: -5.4% | F: 2.8 | G: ? | H: -0.1% | I: -1.1% | J: 1.4% | K: 9.4%

> COc1ccccc1C(=O)n1nc(-c2ccccc2)nc1N
  A: -0.4% | B: 0.6% | C: -12.6 | D: 3.2% | E: -2.1% | F: -1.0 | G: ? | H: -4.3% | I: -2.2% | J: -1.3% | K: -0.9%

In the list so far, these contain a nitro group on carbon:
Codes – A = PKM2 act; B = USP2a block; C = KCNH2 WT inh; D = Eya2 phos inh; E = MBNL1-CUG inh; F = TSHR antag; G = BCR signal inh; H = GALK inh; I = ASM inhibitor; J = Mito fusion yeast; K = Menin MLL FP TR
> CN(CCCC(=O)NCCc1ccccc1)S(=O)(=O)c1ccc([N+](=O)[O-])cc1
  A: -1.8% | B: 0.9% | C: 0.4 | D: 1.7% | E: ? | F: 0.1 | G: -0.4% | H: -6.3% | I: -2.2% | J: -2.8% | K: 0.3%

> CC1(C)C2([N+](=O)[O-])CN3CC1([N+](=O)[O-])CN(C2)C3c1ccc(O)c(O)c1 (stereo not drawn)
  A: 30.0% | B: 1.9% | C: 9.4 | D: -5.1% | E: 4.5% | F: 3.0 | G: 0.5% | H: . | I: -0.8% | J: 7.4% | K: .

Part of the list above in another layout.
SMILES,PKM2 act,USP2a block,KCNH2 WT inh,Eya2 phos inh,MBNL1-CUG inh,TSHR antag,BCR signal inh,GALK inh,ASM inhibitor,Mito fusion yeast,Menin MLL FP TR
CCOC(=O)c1cc(CC)sc1NC(=O)CCC(=O)O,17.4%,2.1%,-8.8,5.9%,-8.4%,-3.4,?,0.0%,8.4%,-3.9%,13.4%
CN(CCCC(=O)NCCc1ccccc1)S(=O)(=O)c1ccc([N+](=O)[O-])cc1,-1.8%,0.9%,0.4,1.7%,?,0.1,-0.4%,-6.3%,-2.2%,-2.8%,0.3%
CC1(C)C2([N+](=O)[O-])CN3CC1([N+](=O)[O-])CN(C2)C3c1ccc(O)c(O)c1 (stereo not drawn),30.0%,1.9%,9.4,-5.1%,4.5%,3.0,0.5%,.,-0.8%,7.4%,.
COc1cccc(NC(=O)CN(C)C(=O)c2cccc(S(=O)(=O)N3c4ccccc4CC3C)c2)c1 (stereo not drawn),.,-4.6%,-3.3,-0.9%,.,-6.2,-11.9%,.,.,5.0%,.

From PubChem

An excerpt. The share of hits here may be higher or lower than overall.
